DENV2 CPE: DENV2-induced cell death inhibition | DENV2-infected cells, cytopathic effect rescue, plate reader | AID 651640 | CPE inhibition, % at 9.99 µM | hit rate 1.7% among 350,000; in the data active = CPE inhibition above about 20%, passing the limit was not always enough; inconclusive = no clear call, values can overlap the other calls; tested in BHK-21 cells;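 note: 0% = median of neutral control wells and 100% = median of positive control wells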
SIRT5 inh: blocks human SIRT5 desuccinylation of peptide | hit rate 1.1% among 330,000 | Purified SirT5, succinyl-peptide AMC, trypsin-coupled fluorescence | inhibition, % at 15 µM; in the data active = inhibition above about 15%; inconclusive = no clear call, values can overlap the other calls
Target sequence (Q9NXA8 whole entry, looked up): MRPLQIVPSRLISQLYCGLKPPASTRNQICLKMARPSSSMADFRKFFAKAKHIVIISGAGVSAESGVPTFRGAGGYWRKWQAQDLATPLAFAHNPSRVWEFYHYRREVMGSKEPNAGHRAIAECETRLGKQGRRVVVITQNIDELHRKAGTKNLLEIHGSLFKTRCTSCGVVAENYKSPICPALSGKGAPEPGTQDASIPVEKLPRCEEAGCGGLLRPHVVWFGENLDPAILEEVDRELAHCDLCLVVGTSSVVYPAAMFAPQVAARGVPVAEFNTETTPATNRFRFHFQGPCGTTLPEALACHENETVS
CASP6 VEID inh: blocks human caspase-6 cleavage activity; hit rate 0.53% among 350,000; purified caspase-6, Z-VEID-R110 cleavage fluorescence; P55212; inhibition, % at 12.5 µM;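 active = mean inhibition across replicates at least about 35%, with every replicate also reaching that limit, limit read from the data; inconclusive = only one of the two criteria met; inactive = neither criterion met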;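 note: 0% = median of neutral control wells and 100% = no fluorescence left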
Target sequence (P55212 24-179 limits assumed): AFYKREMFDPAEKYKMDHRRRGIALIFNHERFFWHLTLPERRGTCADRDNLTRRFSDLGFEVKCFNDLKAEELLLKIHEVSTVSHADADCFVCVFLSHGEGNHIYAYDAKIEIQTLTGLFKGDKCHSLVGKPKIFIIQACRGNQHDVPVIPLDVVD
Target sequence (P55212 194-293 limits assumed): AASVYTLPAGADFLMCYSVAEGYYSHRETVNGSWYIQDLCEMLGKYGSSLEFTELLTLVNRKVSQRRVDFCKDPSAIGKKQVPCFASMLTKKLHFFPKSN
PAX8 inh HTS: PAX8 transcriptional activity inhibition | RMG-I TPO-luciferase reporter, SteadyGlo, 24 h | inhibition, % at 12.6 µM | hit rate 1.2% among 360,000 | AID 652154;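 active = mean replicate inhibition at least 60% with every replicate also reaching 60%; inconclusive = only one of the two criteria is met; inactive = mean below 60% and not all replicates reaching 60%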;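 note: luciferase light reporting Pax8 driven TPO promoter activity; plate controls were median of neutral control wells for no effect and mitoxantrone controls for full effect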
EWS-Fli inh: EWS/Fli transcriptional activity inhibition | inhibition, % at 12.6 µM | hit rate 0.67% among 350,000 | A673 NR0B1-luciferase reporter, viability-normalised;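 active = mean inhibition of at least 50% after viability correction, with every replicate also passing that limit; inconclusive = mean reaches 50% but only one of two replicates passes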;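 note: firefly luciferase signal divided by Alamar Blue viability fluorescence both relative to DMSO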
LGR2 inh: inhibitors of bursicon-induced Drosophila LGR2 receptor cAMP signaling. HEK293 LGR2, CRE-luciferase, bursicon-stimulated, 4 h. hit rate 0.35% among 380,000. inhibition, % at 9.99 µM. AID 720647;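 active = drop in luminescence signal, shown as inhibition above about 50% in the replicate tests, limit read from the data, passing the limit was not always enough; inconclusive = probably only some replicates passing the limit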;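 note: agonist challenge used bursicon conditioned medium at about half maximal strength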
ARNT TACC3 PPI: ARNT/TACC3 interaction disruption; Q9Y6A5; hit rate 0.66% among 390,000; AlphaScreen His-ARNT PAS-B/GST-TACC3 binding, luminescence; TACC3 fragment carries E629A point mutation; inhibition, % at 9.99 µM;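 active = mean inhibition of replicates at least 50% and at least half of replicates each reaching 50%; inconclusive = half or more replicates reach 50% but mean below 50%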;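 note: 0% = complete ARNT plus TACC3 wells and 100% = ARNT alone without TACC3; many hits fall short of the cut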
* hit, by the source's call; ? = inconclusive; · = no result given. Compounds were not picked by outcome; overall some 4.9% were active at least once.

item	structure	DENV2 CPE	SIRT5 inh	CASP6 VEID inh	PAX8 inh HTS	EWS-Fli inh	LGR2 inh	ARNT TACC3 PPI
1	CC(=O)Nc1cccc(Oc2ncccc2[N+](=O)[O-])c1	15	1	-1	14	-15	5	-14
2	Cc1cc(=O)oc2c(C)c(OC(C)C(=O)N3CC[C@@]4(O)CCCC[C@H]4C3)ccc12 (some centres undefined)	2	4	-7	·	14	-22	-19
3	Cc1cc(C)c(NC(=O)c2cc(C(=O)O)ccc2C(=O)O)c([N+](=O)[O-])c1	-2	2	-1	-2	7	6	26
4	O=C(N/N=C/c1ccc(O)cc1)Nc1cccc2nsnc12	-8	-3	2	-2	-8	4	-1
5	Cc1ccccc1S(=O)(=O)N1[C@H](CO)[C@@H](c2ccc(-c3ccc(F)cc3)cc2)[C@@H]1C#N	-7	4	0	-5	1	0	-26
6	CC(C)CCNC(=O)C(c1ccco1)N(C(=O)Cn1nnc2ccccc21)c1ccc2c(c1)OCO2 (centres undefined)	·	1	-2	·	·	1	-2
7	C[C@H]1O[C@H](C2CCCC2)CC2=C1C(=O)OC(C)(C)O2	-10	-3	-1	-2	1	-1	·
8	C[C@@H]1CN([C@@H](C)CO)C(=O)Cc2cc(NC(=O)Nc3cccc4ccccc34)ccc2O[C@H]1CN(C)S(=O)(=O)c1ccccc1	-13	7	-1	17	22	15	20
9	C[C@H]1CN([C@@H](C)CO)C(=O)c2cc(C#CCc3ccccc3)cnc2O[C@H]1CN(C)Cc1cccnc1	-4	-2	-1	·	-8	-9	-5
10	Cc1ccccc1S(=O)(=O)N1C[C@@H](O)COC[C@@H]2O[C@H](CC(=O)N3CCC(Cc4ccccc4)CC3)CC[C@H]21	5	5	-2	-1	15	18	-3
11	O=C(CC1Oc2ccccc2NC1=O)NCc1ccccc1 (centres undefined)	18	·	-1	22	1	2	-9
12	CSCC[C@H](NS(=O)(=O)c1ccc(C)cc1)C(=O)N1CCC(C(=O)N[C@@H](C)C(=O)O)CC1	11	·	1	·	-8	3	-25
13	O=C(Cc1ccncc1)NCC[C@H]1CC[C@H](NC(=O)Nc2cccc(F)c2)[C@H](CO)O1	9	-3	-5	1	0	-35	-9
14	Cc1nn(C)c(C(=O)NCc2ccc(Cl)cc2)c1Cl	·	·	·	-13	·	-2	-6
15	COc1ccc(C(=O)N/C(=C\c2ccccc2)C(=O)NC(CC(C)C)C(=O)O)cc1 (centres undefined)	12	0	2	-9	19	-9	·
16	O=C1C2C3C=CC(C3)C2C(=O)N1CC1CCCO1 (centres undefined)	·	0	2	-5	·	0	-5
17	CO[C@H]1CN(C)C(=O)c2ccc(NC(=O)c3cccc(F)c3)cc2OC[C@H](C)N(CC2CC2)C[C@@H]1C	-4	·	·	2	8	3	·
18	O=C(NCCc1ccccc1)Nc1ccc2c(c1)OCO2	6	3	0	-176	-62	-90	·
19	COc1ccc(NC(=O)CN(C)C(=O)CNC(=O)C2CCCCC2)cc1	-1	-4	4	·	7	3	-8
20	Cc1noc(C)c1S(=O)(=O)Nc1ccc2c(c1)C(=O)N([C@H](C)CO)C[C@H](C)[C@@H](CN(C)C)OCCCC[C@@H](C)O2	5	-2	-1	-17	-13	-10	-3
21	CC(C)NC(=O)N(C)C[C@@H]1Oc2ncc(C#CCc3ccccc3)cc2C(=O)N([C@H](C)CO)C[C@@H]1C	9	3	5	·	1	-2	-2
22	COC(=O)C1CCN(CC(=O)Nc2ccc(C(=O)Nc3ccccc3OC)cc2)CC1	-6	4	-6	1	-43	26	4
23	Cc1cc(C)c(S(=O)(=O)N2CCN(C(=O)N3CCCCC3)CC2)c(C)c1	-5	-3	1	20	-5	1	-6
24	c1ccc(C2[C@H]3CN(CC4CCCCC4)[C@H](c4ccccc4)C34CC2(c2ccccc2)C4)cc1 (some centres undefined)	-4	-2	-8	3	9	2	1
25	Cc1ccc(NC(=O)C2C3C=CC4(O3)C2C(=O)N(CCCN2CCCCC2)C4C(=O)NC2CCCCC2)cc1C (centres undefined)	-2	-2	-15	-15	4	-9	0

An excerpt of these results, in transposed form.
[13] O=C(Cc1ccncc1)NCC[C@H]1CC[C@H](NC(=O)Nc2cccc(F)c2)[C@H](CO)O1
[14] Cc1nn(C)c(C(=O)NCc2ccc(Cl)cc2)c1Cl
entry no.	13	14
DENV2 CPE	9	·
SIRT5 inh	-3	·
CASP6 VEID inh	-5	·
PAX8 inh HTS	1	-13
EWS-Fli inh	0	·
LGR2 inh	-35	-2
ARNT TACC3 PPI	-9	-6

(next part)
item	structure	DENV2 CPE	SIRT5 inh	CASP6 VEID inh	PAX8 inh HTS	EWS-Fli inh	LGR2 inh	ARNT TACC3 PPI
26	Cc1ccc(S(=O)(=O)c2nc(Cc3ccccc3)oc2N2CCOCC2)cc1	-2	18*	1	-1	0	6	-1
27	O=C(CC1C(=O)NCCN1CC1CCCCC1)NCc1ccc(F)cc1 (centres undefined)	7	-1	-5	9	3	7	1
28	C=CCNc1nc(N)c([N+](=O)[O-])c(Nc2cccc(Cl)c2)n1	4	-7	·	-6	-4	-12	9
29	CN1CCN(C(=O)C[C@H]2CC[C@@H]3[C@H](COC[C@H](O)CN3C(=O)c3ccccc3F)O2)CC1	-5	·	·	-5	-2	0	-7
30	Cc1ccc(-c2csc3nc4c5ccccc5c(NCCCN(C)C)nn4c(=O)c23)cc1	·	-28	-77	20	25	?	67*
31	COCCN(CCOC)S(=O)(=O)c1ccc(C(=O)Nc2nc(C)c(C(C)=O)s2)cc1	-1	-3	1	·	-12	-5	3
32	Cc1ccc(Nc2cc(C)c3c(O)cccc3n2)cc1C	-3	1	6	-91	-87	-107	10
33	N/C(=N\OC(=O)Nc1ccccc1)c1cccc(C(F)(F)F)c1	-2	-2	0	2	1	-14	-5
34	Cc1cc(Cn2nnc3ccccc32)c(O)c(C(C)(C)C)c1	-2	·	0	-9	7	11	10
35	COc1ccc(S(=O)(=O)Nc2ccc3c(c2)C(=O)N(C)C[C@H](OC)[C@@H](C)CN[C@H](C)CO3)cc1	-6	-2	1	1	-1	-12	4
36	O=C(Nc1cccc(Cl)c1)C1COc2ccccc2O1 (centres undefined)	-6	-4	-1	-25	-16	-16	-10
37	Cc1ccccc1NC(=O)C(=O)NCCc1ccccc1	·	·	·	-13	·	3	-9
38	OC(COCc1cccs1)CN1CCN(c2cccc(C(F)(F)F)c2)CC1 (centres undefined)	·	·	·	-11	·	-11	-2
39	O=S(=O)(c1ccc(Cl)cc1)N1CCN(Cc2cccnc2)CC1	2	-1	2	7	1	25	0
40	Cc1ccc(C)c(N2N=C(C(=O)Nc3ccccc3N3CCCC3)CCC2=O)c1	-2	-1	-3	17	17	0	13
41	COc1ccccc1-c1ccc2c(c1)O[C@H](CN(C)CC1CCOCC1)[C@@H](C)CN([C@H](C)CO)S2(=O)=O	1	6	-1	14	1	2	-5
42	Clc1ccccc1NN(Cc1ccccn1)c1ccccc1Cl	-6	-2	-1	-28	13	0	·
43	CC=Cc1ccc2n(c1=O)C[C@@H]1[C@@H](CO)[C@H](C(=O)NCc3ccc(F)cc3)[C@H]2N1CC (mixture of isomers)	-6	3	1	-22	-8	4	-3
44	CC(=O)Nc1ccc(S(=O)(=O)NC(C(=O)O)C(C)O)cc1 (centres undefined)	0	-2	0	-6	2	5	4
45	C[C@H](CO)N1C[C@H](C)[C@H](CN(C)C(=O)Nc2ccc3c(c2)OCO3)Oc2ccc(NC(=O)C3CCCCC3)cc2C1=O	-2	0	-2	-9	-13	2	-8
46	CCOC(=O)N1CCN(C(=O)C2CCN(S(=O)(=O)c3ccc(OCC)cc3)CC2)CC1	-8	1	-6	11	·	0	·
47	C[C@@H]1CCCCO[C@@H](CN(C)C(=O)Cc2ccccc2)[C@H](C)CN([C@@H](C)CO)C(=O)c2cc(NS(=O)(=O)c3ccc(F)cc3)ccc2O1	-7	·	·	-52	7	10	-4
48	COc1ccc(CN(C)C[C@H]2OCCCC[C@@H](C)Oc3ccc(NC(=O)CCCN(C)C)cc3C(=O)N([C@@H](C)CO)C[C@H]2C)cc1	-5	-6	2	-18	-6	-1	0
49	CCOC(=O)c1nnn2c1nc(N1CCOCC1)c1ccccc12	7	-2	-4	10	7	·	·
50	C[C@H](CO)N1C[C@H](C)[C@H](CN(C)C(=O)CN(C)C)Oc2ncc(/C=C/c3ccccc3)cc2C1=O	-9	-17	1	·	-7	0	-3
51	C[C@@H]1CN([C@H](C)CO)C(=O)c2cc(NC(=O)Nc3cccc4ccccc34)ccc2O[C@@H]1CN(C)S(=O)(=O)c1cccs1	4	9	1	·	19	6	-3
52	O=C(O)c1cccc2c1/C(=N/O)c1ccccc1-2	5	-1	-2	31	-18	·	4
53	COC(=O)CN1C(=O)C2(OCCCO2)c2cc(Br)ccc21	·	0	1	·	·	-3	-12
54	COc1ccc2c(c1)C(NS(=O)(=O)OCC(Cl)(Cl)Cl)CCC2 (centres undefined)	-13	·	1	6	-6	11	1
55	Cc1oc(-c2ccccc2Cl)nc1CS(=O)(=O)CC(=O)N1CCOCC1	4	4	-4	9	-12	-5	-5
56	CCCCn1nc2cc(C(=O)NC[C@@H]3CCCO3)ccc2c1OCC	-4	-17	3	-4	-5	7	·
57	CCCn1c(CN2CCCCC2C)nc2c1c(=O)n(C)c(=O)n2C (centres undefined)	-4	0	-1	0	7	-28	-3
58	N[C@H](CSCc1ccccc1)C(=O)Nc1ccc([N+](=O)[O-])cc1	7	-6	-1	10	3	-4	2

Only DENV2 CPE (6 entries from above):
No. | mol | DENV2 CPE
54 | COc1ccc2c(c1)C(NS(=O)(=O)OCC(Cl)(Cl)Cl)CCC2 (centres undefined) | -13
51 | C[C@@H]1CN([C@H](C)CO)C(=O)c2cc(NC(=O)Nc3cccc4ccccc34)ccc2O[C@@H]1CN(C)S(=O)(=O)c1cccs1 | 4
52 | O=C(O)c1cccc2c1/C(=N/O)c1ccccc1-2 | 5
57 | CCCn1c(CN2CCCCC2C)nc2c1c(=O)n(C)c(=O)n2C (centres undefined) | -4
56 | CCCCn1nc2cc(C(=O)NC[C@@H]3CCCO3)ccc2c1OCC | -4
55 | Cc1oc(-c2ccccc2Cl)nc1CS(=O)(=O)CC(=O)N1CCOCC1 | 4

SIRT5 inh, entries above that show a hit.
nr	smiles	SIRT5 inh	CASP6 VEID inh	LGR2 inh	ARNT TACC3 PPI
26	Cc1ccc(S(=O)(=O)c2nc(Cc3ccccc3)oc2N2CCOCC2)cc1	18*	1	6	-1
